Nrf2 ARE act – activates Nrf2 signaling; AREc32 ARE-luciferase reporter (MCF7-derived line), luminescence, 24 h; Potency, µM (series often up to 46.1 µM), inactives show at the top dose activation, usual class: activators; 410,000 compounds, 0.31% hits; AID 624171; note: % of control where 0% means no effect; nearly all actives have a fitted effect of over 65% in size
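Luminescent ARE reporter assay in AREc32_Fluc cells: overnight plating at 37 deg C, 24 hr compound incubation, Steady-Glo added, 30 min RT before reading.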
HepG2 viability – kills HepG2 cells in TGF-b inhibitor counter-screen; HepG2 CAGA-GFP viability, ATP luminescence, 18 h; Potency, µM (highest dose often 46.1 µM), for the others: at the top dose activity change, negative = cytotoxicity, usual class: cytotoxic; 410,000 compounds, 0.76% hits; AID 588856; note: some results filed as inactive show a strong effect at the top dose
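CellTiter-Glo luminescence gave cytotoxicity after 18 hours at 37 degrees C. The cells were HepG2 CAGA-GFP in 1% FBS DMEM, stimulated with 500 pg/mL TGF-beta after compound addition. %Activity was normalised to no-cell wells (complete cell-killing) and DMSO (no toxicity), and curves were fitted and classified.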
TGFb SMAD3 inh – inhibitors of TGF-b signaling; HepG2 CAGA-GFP TGF-b/SMAD3 reporter, GFP fluorescence, 18 h; TGF-beta stimulated, 500 pg/mL final; Potency, µM (highest dose often 46.1 µM), for the others: at the top dose activity, negative = inhibition, hits mostly inhibitors; 410,000 compounds, 1.2% hits; AID 588855; note: % is set by controls: 0 for no effect and ±100 for the full control effect; nearly all actives have a fitted effect of over 65% in size
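HEPG2 CAGA-GFP reporter cells (1000/well, DMEM with 1% FBS) received compounds, then recombinant TGF-beta at 500 pg/mL final for 18 hours at 37 degrees C. Per-cell GFP summed per well was normalised to unstimulated and stimulated DMSO controls before curve fitting.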
Nrf2 inh – blocks Nrf2 signaling; AID 504444; 360,000 compounds, 2.1% hits; Potency, µM (highest dose often 46 µM), for the others: at the top dose activity change, negative = inhibition, usual class: inhibitors; A549 ARE-Fluc reporter, luciferase luminescence, 18-24 h; note: % is set by controls: 0 for no effect and ±100 for the full control effect; nearly all actives have a fitted effect of over 60% in size
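Two sequential reads on A549 ARE_Fluc cells exposed to compound for 18-24 h: a CellTiter-Fluor fluorescence read for viability, then a luciferase luminescence read for Nrf2/ARE activity.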
EPAC2 antag – EPAC2 (human) antagonism | Potency, µM (doses to about 114 µM), for the others: at the top dose activity, negative = inhibition, most hits filed as inhibitors | 360,000 compounds, 0.18% hits | EPAC2 GEF exchange of Rap1B-BODIPY-GDP, fluorescence | Q8WZA2 | AID 720708; note: % is set by controls: 0 for no effect and ±100 for the full control effect; nearly all actives have a fitted effect of over 45% in size; many of its hits are not listed in these tables
Target sequence (Q8WZA2 whole entry, looked up): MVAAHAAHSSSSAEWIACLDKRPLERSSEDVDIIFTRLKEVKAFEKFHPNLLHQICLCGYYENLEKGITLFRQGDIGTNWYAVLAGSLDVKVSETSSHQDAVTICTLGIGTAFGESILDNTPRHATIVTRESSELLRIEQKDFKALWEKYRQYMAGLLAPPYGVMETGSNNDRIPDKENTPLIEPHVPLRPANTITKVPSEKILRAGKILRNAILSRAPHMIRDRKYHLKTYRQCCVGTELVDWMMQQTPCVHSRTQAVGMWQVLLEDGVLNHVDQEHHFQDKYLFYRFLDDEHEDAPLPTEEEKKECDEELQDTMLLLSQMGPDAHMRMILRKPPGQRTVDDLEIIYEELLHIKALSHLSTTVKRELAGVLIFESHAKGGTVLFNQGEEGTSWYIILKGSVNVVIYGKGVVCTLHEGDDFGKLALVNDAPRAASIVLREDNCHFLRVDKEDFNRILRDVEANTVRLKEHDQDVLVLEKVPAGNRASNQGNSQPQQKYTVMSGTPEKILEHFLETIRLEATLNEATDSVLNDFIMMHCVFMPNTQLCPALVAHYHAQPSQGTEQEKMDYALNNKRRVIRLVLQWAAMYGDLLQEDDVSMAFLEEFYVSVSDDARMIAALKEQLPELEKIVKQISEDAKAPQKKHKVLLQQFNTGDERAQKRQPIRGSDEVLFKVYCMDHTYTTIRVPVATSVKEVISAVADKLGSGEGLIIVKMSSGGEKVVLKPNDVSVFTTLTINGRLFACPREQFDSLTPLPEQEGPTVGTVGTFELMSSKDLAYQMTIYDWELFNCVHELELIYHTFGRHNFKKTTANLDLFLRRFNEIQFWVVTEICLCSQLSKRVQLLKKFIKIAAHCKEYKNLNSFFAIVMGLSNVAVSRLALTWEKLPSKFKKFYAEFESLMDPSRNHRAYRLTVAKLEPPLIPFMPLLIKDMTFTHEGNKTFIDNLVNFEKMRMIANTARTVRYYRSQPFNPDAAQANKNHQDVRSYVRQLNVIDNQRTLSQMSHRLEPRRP
ATXN2 expr inh – ATXN2 expression inhibition. HEK-293 ATXN2-luciferase reporter, luminescence, 24 h. Potency, µM (doses to about 57 µM), for the others: top-dose activity change, negative = inhibition, hits mostly inhibitors. 360,000 compounds, 0.72% hits; note: % is set by controls: 0 for no effect and ±100 for the full control effect; nearly all actives have a fitted effect of over 55% in size
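qHTS (up to 57 uM final) was run with 24 h compound exposure of reporter cells at 37 °C. Each well was multiplexed: SteadyGlo luminescence measured ATXN2-luciferase expression after a fluorogenic Gly-Phe-AFC viability readout (25 uM final).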
A549 viability – A549 cytotoxicity, counter-screen for Nrf2 inhibitors; A549 ARE-Fluc cells, CellTiter-Fluor viability, 18-24 h; Potency, µM (highest dose often 46 µM), inactives show top-dose activity change, negative = cytotoxicity, hits mostly inhibitors; 390,000 compounds, 0.16% hits; AID 504648; note: % is set by controls: 0 for no effect and ±100 for the full control effect
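Cytotoxicity counterscreen: CellTiter-Fluor fluorescence was measured in A549 ARE_Fluc cells after 18-24 h of compound exposure in a concentration series. The subsequent BugLite luminescent read reports ARE-luciferase activity.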
MCF10A rereplic – DNA re-replication induction in MCF 10a cells; Potency, µM (series often up to 46.1 µM), inactives show top-dose activity, positive = re-replication, usual class: activators; 350,000 compounds, 2.9% hits; MCF 10A DNA re-replication, Hoechst nuclear intensity, 48 h; note: % of control where 0% means no effect; nearly all actives have a fitted effect of over 50% in size
ATXN viability – viability counter-screen for ATXN expression inhibitors. Potency, µM (doses to about 56.7 µM), most hits filed as cytotoxic. 400,000 compounds, 0.49% hits. S2 cells (HEK-293 line with an ATXN2-luciferase reporter) viability, CellTiter-Fluor protease fluorescence, 24 h. AID 651635; note: nearly all actives have a fitted effect of over 40% in size
The depositor's hits bear a star; i = inactive; ? = inconclusive; · = no result given; & = joins results of further samples; [ ] = remark or other dose. Calls come from the whole dose curve; as a rule, active = well fitted curve in the direction sought with a large enough effect; inconclusive = small, poorly fitted or top-dose-only effect, or another doubt; inactive = no such curve, though single readings can be large; an effect the other way counts as inactive or inconclusive. Potency is the fitted concentration of half-maximal effect. A portion of the library. The share of hits here may be higher or lower than overall.

nr | smiles | Nrf2 ARE act | HepG2 viability | TGFb SMAD3 inh | Nrf2 inh | EPAC2 antag | ATXN2 expr inh | A549 viability | MCF10A rereplic | ATXN viability
1 | Cc1ccc(C(=O)Nc2nc(-c3ccccn3)cs2)o1 | 2.5% | 2.2% | ? | -26.0% | 6.2% | · | 1.3% | 1.4% | ?
2 | COc1ccc(C2=NN(C(=O)c3cccs3)C(c3ccc(OC)cc3)C2)cc1 (configuration not stated) | 2.7% | -22.5% | ? | -25.2% | 2.4% | 11.8% | -1.7% | 20.6% | i
3 | CC12CN3CC(C)(CN(C1)C3c1ccc([N+](=O)[O-])o1)C2=O (configuration not stated) | -0.6% | 2.9% | 10.7% | -4.7% | 4.0% | 1.8% | -4.7% | -2.8% | i
4 | CC1CCN(CC2CCN(C(=O)NCc3ccccc3)CC2)CC1 | 0.4% | -0.9% | -0.7% | · | · | 4.3% | 1.5% | · | i
5 | CCn1c(SCC(=O)Nc2nc3ccc(OC)cc3s2)nnc1-c1ccoc1C | 5.9% | -27.5% | -20.4% | -26.4% | -24.8% | 15.0% | -2.0% | -0.7% | i
6 | O=C(NCCCN1CCOCC1)c1ccc(CS(=O)(=O)c2ccc(Br)cc2)o1 | -0.2% | -10.7% | 3.1% | -14.6% | -2.2% | -2.7% | ? | -0.8% | i
7 | CCOc1ccc(CCNC(=O)c2ccc3nc(N4CCOCC4)sc3c2)cc1OCC | 0.3% | 0.1% | -3.3% | ? | -13.6% | -30.4% | 1.9% | 0.0% | ?
8 | COc1cccc(CC(=O)OCC(=O)NNC(=O)c2ccc([N+](=O)[O-])cc2)c1 | 0.4% | -3.5% | 1.4% | -2.0% | 4.9% | -2.1% | -2.0% | -2.0% | i
9 | Cc1cc(-c2ccccc2)nn1-c1nc2c(c(=O)[nH]c(=O)n2C)n1C | -0.3% | -13.8% | -11.8% | -30.8% | 6.9% | 17.1% | -2.8% | -1.6% | i
10 | Cc1c(Cl)ccc2sc(NC(=O)c3ccco3)nc12 | ? | -16.4% | -28.2% | ? | 1.8% | 33.4%[activator] | 11.7% | 1.4% | i
11 | COc1ccc(Oc2ccc(C(F)(F)F)cc2NC(=O)c2ccc(OC)cc2)cc1 | 1.3% | 0.6% | -9.3% | -13.7% | -11.3% | ? | 16.0% | 6.9% | i
12 | CCN(CC)S(=O)(=O)c1ccc2c(c1)N(CC(=O)N1CCN(c3cccc(OC)c3)CC1)C(=O)CO2 | 6.1% | -7.7% | ? | · | · | -3.6% | -11.4% | · | ?
13 | CCc1nc2ccc(C(=O)NCC3CCCCC3)cn2c1N(C)C(=O)c1cccc(OC)c1 | 3.6% | -47.3% | -32.9% | · | 2.3% | 2.0% | · | · | i
14 | COc1cc(C2C3=C(CCCC3=O)OC3=C2C(=O)CCC3)ccc1OCC(=O)Nc1ccccc1 | 2.2% | 4.5% | 37.2%[activator] | -3.0% | -4.6% | 5.8% | 2.4% | 8.1% | i
15 | COc1cccc(CN2CC(C(=O)NC3CCCCCC3)CCC2=O)c1 (configuration not stated) | -0.7% | 1.1% | -8.2% | 5.4% | 17.7% | -1.3% | 9.8% | -0.8% | i
16 | COC(=O)c1[nH]c2ccccc2c1NC(=O)C(C)N1CC(C)OC(C)C1 (configuration not stated) | 0.2% | -21.3% | -1.2% | -4.7% | -9.8% | -11.9% | 3.8% | -3.0% | i
17 | O=C(NCc1ccc(Cl)c(Cl)c1)c1cc(C2CCCCN2C(=O)c2ccccc2)on1 (configuration not stated) | 0.3% | -19.2% | ? | · | -9.1% | -34.1% | · | · | ?
18 | O=C(NCCc1ccccc1)c1ccc(-c2ccc(F)c(F)c2)c2ccoc12 | 1.2% | -24.5% | 19.9% | · | -17.0% | 3.4% | · | · | i
19 | S=C(NCC1CCCO1)N1CCc2ccccc2C1 (configuration not stated) | -0.1% | 8.9% | 1.2% | 0.3% | 10.9% | 8.5% | 1.7% | 13.1% | i
20 | COc1ccc(OC)c(/C=N/NC(=O)c2cc[n+](Cc3ccccc3)cc2)c1 | 2.2% | -25.9% | 4.9% | 15.2% | 23.4% | -14.6% | 2.7% | 0.2% | i
21 | CCc1ccc(/C=N/NC(=S)NCCc2ccccc2)cc1 | -0.6% | -15.6% | 10.5% | 7.6% | -0.3% | -0.2% | 15.4% | 21.5% | i
22 | CCN(CC)C(=O)C1=C(C)Nc2nc3ccccc3n2C1c1cccc(OC)c1 (configuration not stated) | -0.5%&0.0% | -3.2%&-23.4% | -23.3%&1.0% | -12.9%&11.8% | 5.8% | -3.9%&-2.5% | 3.1%&-1.5% | -0.7% | i
23 | O=C(NCC(c1ccco1)N1CCc2ccccc2C1)c1ccc(Cl)c([N+](=O)[O-])c1 (configuration not stated) | 20.6% | -2.5% | ? | 13.2% | -2.0% | -13.7% | -3.7% | ? | i
24 | CSc1ccc(Cl)c(C(=O)Nc2ccc(C)cn2)c1 | 3.4% | -7.3% | 5.1% | 7.0% | 9.2% | -6.8% | -9.6% | ? | i
25 | CCN(CC)C(=O)CSc1nc2sc3c(c2c(=O)n1CCCOC)CCC3 | 0.2% | -6.9% | 9.2% | -18.4% | -4.6% | 3.8% | -15.2% | ? | i
26 | c1ccc(-n2c(SCC3CCCCO3)nnc2-c2cccs2)cc1 (configuration not stated) | -0.3% | -29.3% | -10.2% | 6.9% | 1.8% | -4.5% | 3.8% | -1.3% | i
27 | COc1cc2c(cc1NS(=O)(=O)c1cccc(C#N)c1)n(C)c(=O)n2C | 13.7% | -8.0% | 5.7% | · | · | · | 0.9% | · | ·
28 | O=C(Cn1c(C(F)(F)F)nc2ccccc21)c1ccc(F)cc1 | -0.2% | -28.2% | -2.4% | · | 13.4% | ? | -2.0% | 1.0% | i
29 | CC1=CC(=O)O[C@@H]1[C@@]1(C)C[C@H]2OC(=O)C[C@H]3[C@@H](C)C(=O)C(O)=C1[C@@]23CO | -0.6% | 0.2% | 24.7% | -7.4% | 7.1% | 5.5% | -1.6% | 25.0% | i
30 | COC(=O)c1sc(S(=O)(=O)N2CCCCC2)c(C(=O)OC)c1C | -0.1% | -1.8% | 1.5% | 5.2% | -2.1% | -2.7% | -1.3% | -0.8% | i

Shown with two lines to a compound: 2 of the compounds above
Values run as follows: Nrf2 ARE act, HepG2 viability, TGFb SMAD3 inh, Nrf2 inh, EPAC2 antag, ATXN2 expr inh, A549 viability, MCF10A rereplic, ATXN viability
(15) COc1cccc(CN2CC(C(=O)NC3CCCCCC3)CCC2=O)c1 (configuration not stated)
 : -0.7%, 1.1%, -8.2%, 5.4%, 17.7%, -1.3%, 9.8%, -0.8%, i
(16) COC(=O)c1[nH]c2ccccc2c1NC(=O)C(C)N1CC(C)OC(C)C1 (configuration not stated)
 : 0.2%, -21.3%, -1.2%, -4.7%, -9.8%, -11.9%, 3.8%, -3.0%, i

Copied from the list.
COc1cc2c(cc1NS(=O)(=O)c1cccc(C#N)c1)n(C)c(=O)n2C in TGFb SMAD3 inh → 5.7%
Cc1cc(-c2ccccc2)nn1-c1nc2c(c(=O)[nH]c(=O)n2C)n1C in Nrf2 ARE act → -0.3%

(listing goes on)
nr | smiles | Nrf2 ARE act | HepG2 viability | TGFb SMAD3 inh | Nrf2 inh | EPAC2 antag | ATXN2 expr inh | A549 viability | MCF10A rereplic | ATXN viability
31 | S=C(NCc1ccccc1)NCC1COc2ccccc2O1 (configuration not stated) | 2.9% | -18.4% | -3.2% | 16.6% | -10.0% | 9.3% | 11.3% | 13.7% | i
32 | O=C(O)C1CC=CCC1C(=O)NNc1c(Cl)cc(Cl)cc1Cl (configuration not stated) | -0.4% | 7.8% | 0.9% | -1.9% | -1.0% | -17.2% | 0.4% | -2.1% | i
33 | CCOc1ccc(NC(=O)c2cc3nc(-c4ccc(OC)cc4)cc(C(F)(F)F)n3n2)cc1 | 0.1% | 2.5% | -18.0% | ? | · | -2.6% | 1.7% | · | i
34 | CC(=O)N1CCc2cc(S(=O)(=O)NC(Cc3ccccc3)C(=O)Nc3cc(C)ccc3C)ccc21 (configuration not stated) | 3.8% | -2.3% | -20.6% | 3.8% | · | 4.7% | -4.2% | · | i
35 | COc1ccc(C(=O)OCC(=O)NC(C)CCc2ccccc2)c(OC)c1 (configuration not stated) | 4.3% | -1.6% | -1.2% | 2.6% | -6.8% | 2.9% | -5.7% | -7.8% | i
36 | Cc1ccc(S(=O)(=O)NC2(C(F)(F)F)NC(=O)N(Cc3ccccc3)C2=O)cc1 (configuration not stated) | 0.0% | -35.6% | 0.0% | -21.8% | -1.0% | -8.2% | -11.2% | -1.9% | i
37 | N=C1C=CC(=C(c2ccc(N)cc2)c2ccc(N)cc2)C=C1 | 10.2% | -28.0% | ? | 7.31µM* | -25.7% | ? | 9.2µM* | ? | ·
38 | COC(c1ccccc1)c1nnc(CCC(=O)NC2C3CC4CC(C3)CC2C4)o1 (configuration not stated) | -1.1% | -12.7% | -17.5% | -7.8% | 8.4% | · | -16.9% | 1.0% | i
39 | CCCCCCCOC(=O)C1=C(C)Nc2ncnn2C1c1cccs1 (configuration not stated) | -0.9% | -7.2% | -22.5% | 25.9µM* | -4.9% | -24.4% | -5.3% | ? | i
40 | CCC(CC)C(=O)Nc1ccc(S(=O)(=O)N2CCC(c3nc4ccccc4s3)CC2)cc1 | -0.1% | -0.4% | -1.8% | 21.5% | · | · | -0.7% | · | ·
41 | CC(C)(C)OC(=O)N1CCN(C(=O)c2cccnc2Cl)CC1 | 0.1% | 4.7% | 1.6% | 7.4% | 0.6% | · | -1.3% | 1.5% | i
42 | O=C(Nc1ccc(S(=O)(=O)N2CCCCC2)cc1)C1CCCCC1 | 0.8% | -5.4% | 17.1% | 0.5% | -1.5% | -17.0% | 5.3% | 24.6% | i
43 | COc1ccc(CNc2nc3c(c(=O)[nH]c(=O)n3C)n2Cc2ccccc2)cc1 | 2.5% | 0.5% | -5.4% | ? | 4.0% | · | 1.2% | 17.2% | i
44 | CC(=O)c1ccc(S(=O)(=O)N(C)CC(=O)Nc2ccc(C)cc2)cc1 | -1.0% | 7.5% | 8.8% | -2.9% | 1.0% | 5.9% | 4.4% | 13.3% | i

Bioassay records deposited in PubChem BioAssay by National Center for Advancing Translational Sciences (NCATS).
